PMI act hi M6P: increases human PMI activity with near-saturating mannose 6-phosphate; P34949; coupled PMI enzyme assay, resazurin fluorescence, 20 min; stronger effect = higher value; 1 = untreated enzyme, 0 = substrate-free blank; activation factor at 20 µM; hit rate 0.34% among 190,000; AID 1216;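 active means activation factor of 2 or more at 20 µM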
Target sequence (P34949 whole entry, looked up): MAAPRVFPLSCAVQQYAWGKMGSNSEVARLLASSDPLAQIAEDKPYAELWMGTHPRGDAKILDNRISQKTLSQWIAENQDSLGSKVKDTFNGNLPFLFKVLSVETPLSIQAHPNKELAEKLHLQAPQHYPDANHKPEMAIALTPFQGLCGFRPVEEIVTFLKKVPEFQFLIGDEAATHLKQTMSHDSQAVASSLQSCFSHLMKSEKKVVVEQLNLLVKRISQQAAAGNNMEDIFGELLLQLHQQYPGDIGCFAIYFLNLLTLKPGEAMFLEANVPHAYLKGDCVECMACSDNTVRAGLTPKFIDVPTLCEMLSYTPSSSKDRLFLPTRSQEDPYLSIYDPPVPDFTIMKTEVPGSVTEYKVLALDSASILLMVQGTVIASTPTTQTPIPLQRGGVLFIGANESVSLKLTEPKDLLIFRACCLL
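Material: human phosphomannose isomerase with PGI, G6PDH, diaphorase coupling enzymes. Quantity: 15 ng/mL PMI. Medium: HEPES pH 7.4 buffer with MgCl2 and Tween-20. Reagent: Near-saturating mannose-6-phosphate, 1.0 mM. Compound: 20 µM single dose. Times: enzyme reaction with compound 20 min at room temperature. Detection: resorufin fluorescence at Ex 544/Em 590 nm.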
bIAP act: increases bovine intestinal alkaline phosphatase activity; purified bovine IAP, CDP-star luminescence, 30 min; stronger effect = higher value; fold of DMSO-control signal, blank-subtracted; activation factor at 20 µM; hit rate 0.17% among 200,000; AID 1016;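 active means activation factor of 2 or more at 20 µM, a signal rise over negative controls twice the positive control's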
L major viab: reduces viability of Leishmania major promastigotes | resazurin fluorescence viability | inhibition, % at 10 µM | hit rate 9% among 200,000; in the data active means inhibition above about 50%;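 further: promastigotes grown with compound for 44 hours at 28 °C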
PMI activator: phosphomannose isomerase (human) activation; P34949; purified human PMI, coupled resazurin fluorescence, 20 min; stronger effect = higher value; 1 = vehicle control, 0 substrate-free wells; activation factor at 20 µM; hit rate 0.005% among 190,000;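 active means activation factor of 2 or more at 20 µM, relative to plate controls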
Diaphorase act: diaphorase activation or chemical reduction counter-screen; Diaphorase/resazurin coupled assay, resorufin fluorescence, 16 min; stronger effect = higher value; 1 = vehicle wells, 0 = NADH-free wells; activation factor at 20 µM; hit rate 0.005% among 190,000; AID 1229;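 active means diaphorase activity raised at least twofold by the compound at 20 µM; inactive means activation factor below 2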
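Material: Purified diaphorase enzyme from Clostridium kluyveri | Buffer or medium: 50 mM HEPES pH 7.4 with 4.542 mM MgCl2, 0.005% Tween 20 | Times: 16 min enzyme reaction, ambient temperature | Signal: Red resorufin fluorescence at 544/590 nm excitation/emission | Measure: Increased resorufin signal from activators or reducing compounds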
bIAP inh: blocks bovine intestinal alkaline phosphatase activity | purified bovine IAP, CDP-star luminescence, 30 min | inhibition, % at 20 µM | 190,000 tested, under 10 active;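 active means over 50% inhibition of intestinal alkaline phosphatase at 20 µM in the single-dose screen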
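Incubation: 30 min reaction at room temperature / Material: purified bovine intestinal alkaline phosphatase (IAP) enzyme / Input: enzyme at 1/65,000,000 dilution / Dosing: 20 µM single dose / Signal: CDP-star luminescence signal / Reagent: CDP-star chemiluminescent phosphatase substrate, 30 µM final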
TNAP inh no acc: TNAP (human) inhibition, acceptor-free conditions; purified TNAP, CDP-star luminescence, 30 min; hit rate 0.26% among 200,000; inhibition, % at 20 µM; AID 1012;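 active means tissue-nonspecific alkaline phosphatase inhibition above about 50% at 20 µM in the single-dose screen, limit read from the data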;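 further: 0% = DMSO negative control and 100% = EDTA positive control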
Target sequence (P05186 whole entry, looked up): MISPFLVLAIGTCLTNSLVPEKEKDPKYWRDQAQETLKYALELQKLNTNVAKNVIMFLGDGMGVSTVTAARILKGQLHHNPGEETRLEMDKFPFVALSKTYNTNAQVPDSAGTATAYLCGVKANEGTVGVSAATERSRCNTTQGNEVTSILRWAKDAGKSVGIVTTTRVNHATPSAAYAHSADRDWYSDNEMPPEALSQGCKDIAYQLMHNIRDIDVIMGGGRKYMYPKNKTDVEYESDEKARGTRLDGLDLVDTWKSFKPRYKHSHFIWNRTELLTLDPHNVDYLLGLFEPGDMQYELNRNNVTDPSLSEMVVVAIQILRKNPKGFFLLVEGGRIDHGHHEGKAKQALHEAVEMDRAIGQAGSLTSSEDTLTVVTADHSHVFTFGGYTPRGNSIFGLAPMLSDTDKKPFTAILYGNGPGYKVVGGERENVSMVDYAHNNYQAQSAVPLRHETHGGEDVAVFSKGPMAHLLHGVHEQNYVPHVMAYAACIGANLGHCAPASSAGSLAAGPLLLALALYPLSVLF
Diaphorase inh: inhibits diaphorase or chemically oxidizes, flagging diaphorase assay artifacts. diaphorase resazurin-to-resorufin fluorescence, NADH, 16 min; bacterial (C. kluyveri) enzyme, not human. inhibition, % at 20 µM. hit rate 0.69% among 190,000;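 active means primary screen inhibition at 20 µM above a set limit, cut at about 50% in these data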;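 further: plate controls were DMSO with full reaction for no effect and wells lacking NADH for full effect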
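Test system: bacterial diaphorase enzyme (C. kluyveri); Quantity: 0.14 U/mL diaphorase, enzyme working solution; Times: reaction incubation of 16 min at room temperature; Measured by: fluorescence of resorufin formed from resazurin, Ex 544/Em 590 nm; Benchmarks: positive control minus NADH, DMSO neutral control.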
TNAP act hiacc: TNAP (human) activation, high acceptor; AID 1136; 200,000 tested, under 10 active; activation factor at 20 µM; P05186; purified TNAP, CDP-star luminescence, 1 M DEA, 30 min; stronger effect = higher value; 0 = EDTA background, 1 = DMSO-only activity;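 active means activation factor at least 2 at 20 µM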
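Control set: EDTA negative control, DMSO positive control / Assay system: human TNAP / Quantity: TNAP 1/800 final / Evaluation: TNAP activation factor scaled between EDTA and DMSO control wells / Measured by: luminescent substrate turnover signal / Compound dosing: one dose, 20 µM / Times: 30 min enzyme reaction at room temperature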
TNAP inh hiacc: blocks human TNAP under high phosphate acceptor concentration; purified TNAP, CDP-star luminescence, 1 M DEA; inhibition, % at 20 µM; AID 1135; hit rate 0.03% among 200,000; P05186;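 active means over 50% inhibition of tissue-nonspecific alkaline phosphatase at 20 µM in the single-dose screen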;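 further: plate controls were DMSO wells for no effect and EDTA-quenched wells as full inhibition for full effect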
Numbers without * were called inactive.

Start of the data: the first two entries, ahead of the listing:
O=S(=O)(Nc1cccc(-c2cn3cccnc3n2)c1)c1ccc(Cl)cc1 was read as PMI act hi M6P 1, bIAP act 0.9, L major viab 5.8, PMI activator 0.9, Diaphorase act 1, bIAP inh 9.7, TNAP inh no acc -8.7, Diaphorase inh 2.1, TNAP act hiacc 1 and TNAP inh hiacc -1.8.
`Cc1ccc2cc3cc(C(=O)NCCN4CCOCC4)oc3nc2c1` gave PMI act hi M6P 1, bIAP act 0.9, L major viab 70.5*, PMI activator 0.9, Diaphorase act 1, bIAP inh 10.2, TNAP inh no acc -2.4, Diaphorase inh -1.7, TNAP act hiacc 1 and TNAP inh hiacc 3.6.

The whole of this part, repeating the preview:
O=S(=O)(Nc1cccc(-c2cn3cccnc3n2)c1)c1ccc(Cl)cc1 was read as PMI act hi M6P 1, bIAP act 0.9, L major viab 5.8, PMI activator 0.9, Diaphorase act 1, bIAP inh 9.7, TNAP inh no acc -8.7, Diaphorase inh 2.1, TNAP act hiacc 1 and TNAP inh hiacc -1.8.
`Cc1ccc2cc3cc(C(=O)NCCN4CCOCC4)oc3nc2c1` gave PMI act hi M6P 1, bIAP act 0.9, L major viab 70.5*, PMI activator 0.9, Diaphorase act 1, bIAP inh 10.2, TNAP inh no acc -2.4, Diaphorase inh -1.7, TNAP act hiacc 1 and TNAP inh hiacc 3.6.
For O=C(NCc1cccnc1)c1sc2ccccc2c1Cl the results were PMI act hi M6P 1, bIAP act 0.9, L major viab -2.2, PMI activator 1, Diaphorase act 1, bIAP inh 9.3, TNAP inh no acc 1.2, Diaphorase inh 4.6, TNAP act hiacc 1 and TNAP inh hiacc -0.4.
CC1(C)CC(=O)c2sc(NC(=O)C3CC3)nc2C1 was read as PMI act hi M6P 1, bIAP act 1, L major viab -0.7, PMI activator 1, Diaphorase act 0.9, bIAP inh 4.7, TNAP inh no acc -9.4, Diaphorase inh 7.6, TNAP act hiacc 1 and TNAP inh hiacc 1.2.
Cc1ccc(/C(N)=N/OC(=O)CCC2CCCCC2)cc1 was read as PMI act hi M6P 1, bIAP act 1, L major viab -2.6, PMI activator 0.9, Diaphorase act 0.9, bIAP inh -4.0, TNAP inh no acc -8.1, Diaphorase inh 7.3, TNAP act hiacc 1 and TNAP inh hiacc -0.9.
Screening COc1cc(C(=O)Nc2ccc3c(c2)OCCO3)c(-n2cnnn2)cc1OC returned PMI act hi M6P 1, bIAP act 1, L major viab -4.1, PMI activator 1, Diaphorase act 0.9, bIAP inh -2.9, TNAP inh no acc -10.5, Diaphorase inh 10.0, TNAP act hiacc 1.1 and TNAP inh hiacc -5.9.
Screening CCCCOC(=O)CCc1nc2ccccc2[nH]1 returned PMI act hi M6P 1, bIAP act 0.9, L major viab 3.7, PMI activator 0.9, Diaphorase act 0.9, bIAP inh 14.7, TNAP inh no acc -6.8, Diaphorase inh 8.7, TNAP act hiacc 1.1 and TNAP inh hiacc -6.6.
Cc1cc([N+](=O)[O-])cnc1NC(C)c1ccccc1 (centres undefined) was read as PMI act hi M6P 0.6, bIAP act 1, L major viab 9.7, PMI activator 0.9, Diaphorase act 1, bIAP inh 4.2, TNAP inh no acc -0.1, Diaphorase inh -1.0, TNAP act hiacc 1 and TNAP inh hiacc -1.2.
`CC(=O)N1N=C(c2cccc(Br)c2)OC12CCCC2` gave PMI act hi M6P 0.9, bIAP act 1, L major viab 3.6, PMI activator 0.9, Diaphorase act 0.9, bIAP inh -0.7, TNAP inh no acc -2.8, Diaphorase inh 5.8, TNAP act hiacc 1 and TNAP inh hiacc -0.1.
For O=C(COC(=O)c1ccc2c(c1)C(=O)N(Cc1ccncc1)C2=O)Nc1cccc2ccccc12 the results were PMI act hi M6P 0.9, bIAP act 1, L major viab -5.3, PMI activator 0.9, Diaphorase act 1, bIAP inh -2.1, TNAP inh no acc -8.4, Diaphorase inh -2.6, TNAP act hiacc 1.1 and TNAP inh hiacc -5.1.
`CCN(CC)S(=O)(=O)c1ccc(NC2c3ncccc3C(=O)N2Cc2ccccc2)cc1` (centres undefined) gave PMI act hi M6P 1, bIAP act 1.1, L major viab 12.4, PMI activator 1, Diaphorase act 0.9, bIAP inh -7.1, TNAP inh no acc -7.9, Diaphorase inh 8.3, TNAP act hiacc 1 and TNAP inh hiacc -3.4.
Cc1cc(C)cc(N(C(=O)C2CCCC2)C2C=CS(=O)(=O)C2)c1 (centres undefined) was read as PMI act hi M6P 1, bIAP act 1.1, L major viab 10.6, PMI activator 1, Diaphorase act 1, bIAP inh -5.0, TNAP inh no acc -6.4, Diaphorase inh 1.9, TNAP act hiacc 1 and TNAP inh hiacc 1.1.
Screening O=C(NC(=S)Nc1ccc(N2CCOCC2)cc1)c1ccco1 returned PMI act hi M6P 0.9, bIAP act 1, L major viab -6.4, PMI activator 0.8, Diaphorase act 0.7, bIAP inh 3.5, TNAP inh no acc -23.2, Diaphorase inh 25.9, TNAP act hiacc 1 and TNAP inh hiacc 0.2.
COc1ccc(/C=N/NC(=O)CNC(=O)C2COc3ccccc3O2)cc1OC (centres undefined) was read as PMI act hi M6P 0.9, bIAP act 1.2, L major viab -2.0, PMI activator 0.8, Diaphorase act 0.8, bIAP inh -17.2, TNAP inh no acc -7.9, Diaphorase inh 16.8, TNAP act hiacc 1 and TNAP inh hiacc 4.1.
COc1ccc(CCNC(=O)c2ccco2)cc1OC was read as PMI act hi M6P 1, bIAP act 1, L major viab 3.6, PMI activator 1.1, Diaphorase act 0.9, bIAP inh 4.7, TNAP inh no acc -4.5, Diaphorase inh 5.7, TNAP act hiacc 1 and TNAP inh hiacc -1.7.
For CCC(=O)NCc1nc2ccccc2n1Cc1ccccc1F the results were PMI act hi M6P 1, bIAP act 0.9, L major viab 2.9, PMI activator 1, Diaphorase act 0.8, bIAP inh 5.1, TNAP inh no acc -11.0, Diaphorase inh 16.9, TNAP act hiacc 1 and TNAP inh hiacc -1.8.
`CCOc1ccc(NC(=O)C2CC(=O)N=C(N)S2)cc1` (centres undefined) gave PMI act hi M6P 1, bIAP act 0.8, L major viab -5.5, PMI activator 0.9, Diaphorase act 1, bIAP inh 17.0, TNAP inh no acc -2.7, Diaphorase inh 0.1, TNAP act hiacc 0.9 and TNAP inh hiacc 7.8.
For CC1(C)CC(=O)C2=C(C1)OC(N)=C(C#N)C2Cc1ccccc1 (centres undefined) the results were PMI act hi M6P 0.9, bIAP act 0.9, L major viab -1.0, PMI activator 0.9, Diaphorase act 0.7, bIAP inh 7.1, TNAP inh no acc -18.7, Diaphorase inh 27.0, TNAP act hiacc 1 and TNAP inh hiacc -2.3.
For CS(=O)(=O)c1ccc(C(=O)NCC(c2ccco2)N2CCCCC2)cc1 (centres undefined) the results were PMI act hi M6P 0.9, bIAP act 1, L major viab -6.8, PMI activator 1, Diaphorase act 0.9, bIAP inh -3.6, TNAP inh no acc -3.7, Diaphorase inh 7.0, TNAP act hiacc 1 and TNAP inh hiacc -3.9.
For CC1(C)CC(=O)C2=C(C1)N(c1ccccc1)C(N)=C(C#N)C2c1ccccc1 (centres undefined) the results were PMI act hi M6P 0.9, bIAP act 0.8, L major viab 13.5, PMI activator 1, Diaphorase act 0.8, bIAP inh 16.2, TNAP inh no acc -8.9, Diaphorase inh 17.2, TNAP act hiacc 1 and TNAP inh hiacc -1.6.
CCCc1cc(N2CCCC(C(=O)Nc3c(OC)cccc3OC)C2)n2ncnc2n1 (centres undefined) was read as PMI act hi M6P 1, bIAP act 1, L major viab -1.3, PMI activator 0.9, Diaphorase act 0.9, bIAP inh -0.4, TNAP inh no acc -8.8, Diaphorase inh 6.4, TNAP act hiacc 1.1 and TNAP inh hiacc -6.4.
For Clc1cccc(CSc2nnc(-c3ccccn3)n2Cc2ccco2)c1 the results were PMI act hi M6P 0.9, bIAP act 0.9, L major viab 20.6, PMI activator 0.9, Diaphorase act 0.7, bIAP inh 5.8, TNAP inh no acc -5.3, Diaphorase inh 32.1, TNAP act hiacc 1.1 and TNAP inh hiacc -10.6.
`CC(OC(=O)CCc1nc2ccccc2[nH]c1=O)c1ccccc1` (centres undefined) gave PMI act hi M6P 1, bIAP act 1, L major viab -5.1, PMI activator 1, Diaphorase act 0.9, bIAP inh -0.1, TNAP inh no acc -6.8, Diaphorase inh 5.9, TNAP act hiacc 1 and TNAP inh hiacc -3.1.
COc1ccc(C(=O)NCC(=O)N2CCc3ccccc3C2)cc1 was read as PMI act hi M6P 0.9, bIAP act 1.1, L major viab -5.8, PMI activator 1, Diaphorase act 1, bIAP inh -11.9, TNAP inh no acc -5.1, Diaphorase inh 2.3, TNAP act hiacc 1 and TNAP inh hiacc -1.4.
O=C(CSC1=NC(=O)C(c2ccccc2)C(=O)N1)Nc1ccccc1Cl (centres undefined) was read as PMI act hi M6P 0.9, bIAP act 1, L major viab 0.5, PMI activator 0.9, Diaphorase act 0.9, bIAP inh 0.0, TNAP inh no acc -3.2, Diaphorase inh 14.5, TNAP act hiacc 1 and TNAP inh hiacc 1.5.
Screening CCc1ccccc1NC(=O)c1cc(-c2cccc(O)c2)on1 returned PMI act hi M6P 1, bIAP act 0.9, L major viab -4.6, PMI activator 0.9, Diaphorase act 1, bIAP inh 7.5, TNAP inh no acc -12.6, Diaphorase inh 2.0, TNAP act hiacc 1 and TNAP inh hiacc -3.1.
For Cc1cccc(NC(=S)NCCN2CCOCC2)c1 the results were PMI act hi M6P 1, bIAP act 0.9, L major viab -5.3, PMI activator 1, Diaphorase act 0.9, bIAP inh 13.1, TNAP inh no acc 4.3, Diaphorase inh 6.8, TNAP act hiacc 1 and TNAP inh hiacc -1.5.
O=C(c1ccc(-c2nnc(Nc3ccccc3)c3ccccc23)cc1)N1C[C@H]2C[C@H](C1)c1cccc(=O)n1C2 was read as PMI act hi M6P 1, bIAP act 1.1, L major viab -1.4, PMI activator 1, Diaphorase act 0.9, bIAP inh -5.5, TNAP inh no acc -11.5, Diaphorase inh 14.0, TNAP act hiacc 1 and TNAP inh hiacc -0.3.
O=C(Cc1cccs1)Nc1ccc(-c2nnn(CC(=O)N3CCOCC3)n2)cc1 was read as PMI act hi M6P 1, bIAP act 1, L major viab 1.5, PMI activator 1.2, Diaphorase act 0.9, bIAP inh 0.7, TNAP inh no acc 0.1, Diaphorase inh 8.7, TNAP act hiacc 1 and TNAP inh hiacc -1.5.
